TbREL1 inh: TbREL1 inhibition, primary screen; P86926; TbREL1 RNA ligation, FRET fluorescence; inhibition, % at 9.66 µM; 0.49% of 89,000 active; AID 1117264;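 active = inhibition above the mean inhibition across all screened compounds plus 3 SD, cut at about 11% in these data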;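 note: 0% = plate median of test wells and 100% = NSC42067 control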
* marks the source's active call; other numbers are inactive results.

| Molecule | TbREL1 inh |
| --- | --- |
| O=C(N/N=C/C1C(=O)NC(=S)N(c2ccccc2)C1=O)c1cc(Br)c(O)c(Br)c1 (configuration not stated) | 0.5 |
| COc1ccc2nc3c(C)n(C)ccc-3c2c1 | 7.4 |
| CCCCn1c(O)c(C(C)=NCc2cc(OC)cc(OC)c2)c(=O)[nH]c1=O | -2.1 |
| O=c1[nH]c(=S)n(C2CCCCC2)c(O)c1/C=N/N1CCOCC1 | -1.0 |
| CCOc1ccc(N2C(=O)NC(=O)/C(=C\c3ccc(N4CCCCC4)o3)C2=O)cc1 | -0.8 |
| NC(=S)c1cn(C2OC(CO)C(O)C2O)c2ncnc(N)c12 (configuration not stated) | -2.3 |
| Nc1c(C(=O)NCc2ccco2)c2nc3ccccc3nc2n1Cc1ccc(F)cc1 | 2.0 |
| O=C(NC1CCCCC1)N1Cc2cc(N3CCOCC3)ccc2-n2nncc2C1 | 0.9 |
| Clc1ccccc1N1CCN(Cc2ccc3c(c2)OCO3)CC1 | -1.6 |

Four structures already listed, arranged by formula weight, descending.
| Molecule | TbREL1 inh |
| --- | --- |
| O=C(N/N=C/C1C(=O)NC(=S)N(c2ccccc2)C1=O)c1cc(Br)c(O)c(Br)c1 (configuration not stated) | 0.5 |
| Clc1ccccc1N1CCN(Cc2ccc3c(c2)OCO3)CC1 | -1.6 |
| NC(=S)c1cn(C2OC(CO)C(O)C2O)c2ncnc(N)c12 (configuration not stated) | -2.3 |
| COc1ccc2nc3c(C)n(C)ccc-3c2c1 | 7.4 |

Some of the compounds tested, so the mix of outcomes need not match the whole.
